# Arr AP2 block = blocks beta-arrestin peptide binding to AP2 adaptin; FITC-arrestin peptide / GST-AP2 beads, flow cytometry; AP2 beta2 appendage carries R879A mutation; inhibition, % at 10 µM; 340,000 tested, 0.31% active; AID 504490;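 active = inhibition above a set limit, near 3 SD of compounds lacking own fluorescence, cut at about 54% in these data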;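 also: plate controls were DMSO wells for no effect and 5 µM unlabelled arrestin peptide for full effect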
#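 Test system: GST-tagged AP2 beta2-adaptin appendage (R879A) on 4 µm glutathione beads; also added: fluorescein-tagged arrestin peptide at 50 nM final; timing: 12 min plus 1 h, RT; signal: flow cytometry, FL1 (488/535 nm); read-out: percent drop in bead-associated FITC signal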
# NSD2 HMT inh = blocks human histone methyltransferase NSD2. inhibition, % at 12.5 µM. AID 743445. NSD2 peptide methylation, AlphaScreen, 120 min. 310,000 tested, 0.54% active; in the data active = inhibition above about 50%
# MITF act = MITF TRPM1 promoter activation in melanoma cells; activation, % at 12.5 µM; SK-MEL-5 TRPM1-promoter luciferase, 24 h; % of positive control, neutral wells = 0; AID 588334; 300,000 tested, 0.75% active;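 active = mean activation of at least 80% with every replicate also reaching 80%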;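 also: 0% = neutral control wells and 100% = parthenolide positive control wells; values of inactives mirror those of a sister screen read the other way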
# PKA-R1A act = activators of PKA-R1A complex | 340,000 tested, 0.083% active | PKA-R1A dissociation, Cy5-IP20 fluorescence polarization; scaled: DMSO 0%, 113 µM cGMP 100% | activation, % at 11.4 µM | AID 504707;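 active = percent activation above the mean of all tested compounds plus 3 SD, cut at about 19% in these data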;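 also: higher means more PKAc released from R1A so a rise in polarization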
# Pemphigus Ab inh = human desmoglein-3 autoantibody binding inhibition. P32926. DSG3-coupled beads, scFv-anti-DSG3-GFP binding, flow cytometry; active compounds read low. binding (percent of control), % at 10 µM. 310,000 tested, 0.48% active. AID 588358;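 active = binding more than 3 SD below its plate's average and above zero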;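 also: hits lower antibody fragment binding to DSG3; some compounds called inactive have numbers as strong as hits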
# SR-BI HDL uptake = mouse SR-BI HDL lipid transfer inhibition. Q61009. ldlA[mSR-BI] CHO cells, DiI-HDL uptake fluorescence, 3 h. inhibition, % at 12.5 µM. 320,000 tested, 0.96% active. AID 488896;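 active = mean replicate inhibition of at least 70% and a set share of replicates each scoring 70 or more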;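 also: 0% = median of neutral control wells and 100% = median of positive control wells; values of inactives mirror those of a sister screen read the other way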
# SR-BI DiI-HDL act = activators of SR-BI mediated HDL lipid uptake; activation, % at 12.5 µM; 320,000 tested, 0.096% active; CHO ldlA[mSR-BI] cells, DiI-HDL uptake fluorescence, 3 h; 100 = double the neutral-control signal;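 active = mean replicate activation of at least 60% and every replicate at or above 60%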;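 also: 0% = median plate neutral-control signal and 100% = twice that signal; values of inactives mirror those of a sister screen read the other way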
#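 system = CHO ldlA[mSR-BI] cells, LDL receptor-null, SR-BI overexpressing | medium = Ham's F12 with 0.5% BSA, HEPES 25 mM, pH 7.4 | probe or stimulus = DiI-HDL 10 µg/mL | compound dosing = single-point compound dose | incubation = compound exposure 3 h, 37 °C | technique = DiI fluorescence, bottom read | read-out = cell-associated DiI fluorescence as measure of HDL uptake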
# PKA-R2B act = activators of human PKA-R2B complex; PKA-R2B holoenzyme dissociation, Cy5-IP20 fluorescence polarization; R2B truncated from residue 108, S112A mutant; 0% DMSO only, 100% 113 µM cGMP; 340,000 tested, 0.079% active; activation, % at 11.4 µM;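 active = activation above a cutoff set at the mean over all compounds plus 3 SD, cut at about 18% in these data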;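 also: higher means more holoenzyme dissociation and a rise in polarization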
# dFosB act = mouse delta FosB homodimer activation. P13346. purified delta FosB, TAMRA-CDK5 oligo fluorescence polarization; percent of positive-control signal above neutral wells. activation, % at 25 µM. 340,000 tested, 0.99% active;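 active = mean activation above about 17%, with every replicate also reaching it, limit read from the data, passing the limit was not always enough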;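 also: fluorescence polarization rise as delta FosB binds a TAMRA Cdk5 AP-1 oligo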
# CDK5 p35 inh = CDK5/p35 (human) kinase inhibition. 330,000 tested, 0.01% active. inhibition, % at 10 µM. AID 488839. Recombinant CDK5/p35, ADP-Glo luminescence, 60 min;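 active = highest replicate inhibition of at least 50% and at least 75% of replicates reaching 50%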;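 also: plate controls were DMSO neutral control for no effect and GW8510 at 10 µM for full effect; many of its hits are not listed in these tables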
# SUMO Mot1 rescue = blocks SUMOylation pathway, rescuing yeast Mot1-301 growth. growth rescue, % at 18.8 µM. S. cerevisiae Mot1-301 growth rescue, ATP luminescence, 38.5C; percent above DMSO median, 100 means doubled. 320,000 tested, 1% active. AID 2716;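 active = every valid replicate shows activation above 250% relative to neutral control wells; inactive = the rest, any valid replicate at or below 250%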;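 also: OY570 slx delta 5 strain wells were the positive control but not used for scaling; some compounds called inactive have numbers as strong as hits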
# Active calls of the source: *; nt = not tested or not shown; & = joins results of further samples.
# Results follow in this order: Arr AP2 block	NSD2 HMT inh	MITF act	PKA-R1A act	Pemphigus Ab inh	SR-BI HDL uptake	SR-BI DiI-HDL act	PKA-R2B act	dFosB act	CDK5 p35 inh	SUMO Mot1 rescue
1) Cc1[nH]c2ccccc2c1C(O)c1ccncc1 (centres undefined)
→ -8	-2	-13	-4	98	-8	8	-8	-5	-1.6	-2
2) COc1ccccc1C(=O)NCCC(=O)NCCOc1ccccc1
→ 23	2	3	7	99	22	-22	-1	-6	-1.9	2
3) O=C(O)c1ccc(NS(=O)(=O)c2cc(Cl)ccc2Cl)cc1O
→ -2	3	2	-5	105	-34	34	10	3	-1.0	5
4) Cc1ccccc1N1C(=O)C2C3C=CC(CC3)C2C1=O (centres undefined)
→ 3	1	nt	-4	124	-26	26	1	-7	-2.4	-17
5) CCCCN(CCCC)CCCN1CC(=O)N2[C@@H](Cc3c([nH]c4ccccc34)C2(C)C)C1=O
→ -18	4	2	-6	98	4	-4	-2	-4	1.4	-12
6) Cc1ccc(-c2cc(C(=O)N/N=C/c3ccccc3O)n[nH]2)o1
→ 8	2	-5	-2	57	83*	-83	-5	51*	1.7	-2
7) CC1Cc2nc(SCC(=O)N3CCOCC3)n(C)c(=O)c2S1 (centres undefined)
→ 1	-1	-2	1	105	-2	2	2	-1	-0.2	-1
8) CCN1C(=NCC(C)C)N[C@@H](c2cccc(F)c2)C(C(=O)OC)=C1C
→ -5	nt	7	9	109	6	-6	4	-14	-2.3	-17
9) CCN(CC)S(=O)(=O)c1ccc(Cl)c(NC(=O)COC(=O)/C=C/c2cc(OC)c(OC)c(OC)c2)c1
→ 4	-1	4	-1	109	38	-38	-4	-7	-3.7	6
10) Cc1ccc(S(=O)(=O)N2CCCCC2)cc1NC(=O)c1c(-c2ccccc2)noc1C
→ -10	0	0	-11	100	-1	1	-9	18*	-0.9	-8
11) CCCn1c(=S)[nH]c2cc(C(=O)NCC3CCCO3)ccc2c1=O (centres undefined)
→ -5	nt	4	3	103	-11	11	0	3	-1.1	-4
12) CCN1C(=O)[C@H]2[C@@H](c3ccc(-c4ccc(F)cc4)cc3)N[C@@](Cc3ccccc3)(C(=O)OC)[C@H]2C1=O
→ 2	nt	-3	8	102	17	-17	-11	-10	-1.5	2
13) COc1ccc(N2C(=O)CC(Cc3ccc(Br)cc3)C2=O)cc1 (centres undefined)
→ -15	-1	nt	-2	117	-16	16	-4	-2	-0.7	-15
14) COc1ccc(/C=N/NC(=O)CCn2c3ccccc3c3ccccc32)cc1O
→ 4	-2	-2	-5	119	12	-12	-14	-12	-5.9	-1
15) Cn1nc(N)nc1N1CCN(c2ccc(F)cc2)CC1
→ 7	-2	7	-6	98	-18	18	-5	2	-1.0	-14
16) CC1(C)CC(NC(=O)c2ccccc2C(=O)NC2CC(C)(C)NC(C)(C)C2)CC(C)(C)N1
→ -3	-1	-10	-13	103	-11	11	-1	-4	-1.5	-4
17) CC(c1ccco1)N(C(=O)CSc1ccc(Br)cc1)c1ccccn1 (centres undefined)
→ 7	-1	nt	-8	101	-10	10	-22	-14	-0.9	152
18) O=C(NCCCN1CCN(c2ccccc2F)CC1)C1CC(=O)N(C2CCCC2)C1 (centres undefined)
→ 3	nt	-3	-4	101	4	-4	-1	-5	-2.1	0
19) Cc1ccc(NC(=O)CN(c2ccccc2)S(=O)(=O)N(C)C)cc1
→ -2	2	8	-7	100	-4	4	2	-6	1.6	-25
20) CC(Oc1ccc(Cl)cc1Cl)C(=O)Nc1ccc(O)cc1 (centres undefined)
→ -11	6	1	0	99	12	-12	6	2	-0.4	7
21) Cc1n[nH]c(=O)c2c(NC(=O)CSc3ncccn3)oc(C)c12
→ -12	-1	4	-2	nt	-25	25	2	3	1.1	-6
22) C=CCOC(=O)C1=C[C@H](C2CC2)[C@@H](CCCO)[C@H](OCC)O1
→ -2	nt	-2	10	102	2	-2	-1	-1	-0.7	-11
23) Cc1ccc(-c2c(C)n([O-])c3c([n+]2=O)CCC3)o1
→ -1	-5	-10	0	96	-18	18	-12	4	1.1	nt
24) N#Cc1ccccc1OCC(=O)OCC(=O)c1ccc2c(c1)NC(=O)CO2
→ 3	-1	-15	7	92	-6	6	-4	-1	1.6	-6
25) O=[N+]([O-])c1ccccc1/C=C/CN1CCCC(CO)C1 (centres undefined)
→ -4	-2	-2	-5	89	-11	11	-1	1	-0.9	1
26) CCN(CC(=O)Nc1c(F)cccc1F)C(=O)C1CCCN(C(=O)c2ccc(Cl)cc2)C1 (centres undefined)
→ -14	-1	0	-2	101	-20	20	2	-10	0.7	-7
27) CC(OC(=O)CCC(=O)c1ccc(F)cc1)C(=O)NC1CCCCC1C (centres undefined)
→ -8	-2	5	0	nt	-11	11	1	-4	-0.1	-7
28) Cc1cc(NCCO)c2cc(O)ccc2n1
→ 17	2	3	9	106	4	-4	-6	4	-2.9	-25
29) O=C(COC(=O)c1cccnc1)Nc1ccc2c(c1)OCO2
→ 1	-2	1	3	102	-11	11	3	2	-0.6	nt
30) COc1ccc(CCNC(=O)/C(C#N)=C2\N=C(NC(=O)c3cccs3)c3ccccc32)cc1
→ -9	-1	4	10	81*	-5	5	10	-10	-0.3	-23

# (list continues)
# Results follow in this order: Arr AP2 block	NSD2 HMT inh	MITF act	PKA-R1A act	Pemphigus Ab inh	SR-BI HDL uptake	SR-BI DiI-HDL act	PKA-R2B act	dFosB act	CDK5 p35 inh	SUMO Mot1 rescue
31) FC(F)Oc1ccc(NC(=S)N2CCN(Cc3ccccc3)CC2)cc1
→ -4	-1	13	-4	118	-5	5	-6	-17	0.7	10
32) CCC(C)C(NC(=O)C1CCC(C)CC1)C(=O)NCc1cccnc1 (centres undefined)
→ 16	2	-6	10	98	-10	10	13	2	1.1	15
33) COc1cc(C2C(C(=O)c3ccc(C)o3)=C(O)C(=O)N2CCCn2ccnc2)cc(OC)c1OC (centres undefined)
→ 25	nt	-6	-7	96	0	0	1	2	-2.7	-6
34) CCOC(=O)C(Nc1ccc2ccccc2c1)C(=O)OCC
→ -4	21	-6	0	97	-17	17	9	0	0.8	9
35) COc1cc(O)c(C(=O)CC(=O)c2ccncc2)c(OC)c1
→ -3	-1	-5	-5	nt	3	-3	-2	-7	0.6	nt
36) COc1cccc(NC(=O)N2CCOCC2)c1
→ 19	0	10	-5	nt	-18	18	-9	2	2.2	-7
37) Cc1cccc2[nH]c(CN(C)C(=O)C3CCC(=O)N(C4CC4)C3)nc12 (centres undefined)
→ -17	-1	2	5	105	-6	6	-2	-2	0.9	9
38) C/C(N)=C(/C#N)C(=O)COC(=O)COc1ccc(Cl)cc1
→ 13&4	2&-1	14&8	-5&-8	102	-10&-6	10&6	2&-6	-1&-1	-1.7&0.0	54
39) COc1cccc(/C=N/NC(=S)NCCc2ccccc2)c1OC
→ -2	1	-6	3	70*	-5	5	5	-4	-1.5	56
40) Cc1ccsc1/C=N/NC(=O)Cc1cccn1C
→ 24	5	21	-10	106	14	-14	-5	0	1.0	-8
41) NC(=O)CC(NC(=O)c1ccc(Br)cc1)c1ccc(N2CCC(Br)CC2)c([N+](=O)[O-])c1 (centres undefined)
→ -1	nt	2	-13	103	-19	19	3	-1	-0.2	-4
42) COc1cccc(C(=O)N2CCN(Cc3ccco3)CC2)c1OC
→ 9	0	5	-8	118	2	-2	3	1	-1.3	-7
43) CC(=O)C(Sc1nc(NC(C)(C)C)nc(N(C)C)n1)C(C)=O
→ -7	6	25	-14	96	5	-5	-8	-5	-3.7	-2
44) c1csc(-c2nc(CN3CCSCC3)cs2)c1
→ -9	2	-9	-6	nt	-11	11	-1	-3	5.8	88
45) COC(=O)C1CCN(c2ccc(Cl)nn2)CC1
→ -24	-6	4	7	100	5	-5	-8	3	-3.4	-12
46) CCOc1ccccc1-c1nc(CN2CCN(C(=O)c3ccco3)CC2)c(C)o1
→ -11	1	-12	-14	104	18	-18	0	-8	-0.1	4
47) Cc1ccc2c(C(=O)CN3CC(C)CC(C)C3)c(C)[nH]c2c1 (centres undefined)
→ 10	-3	-3	-10	96	12	-12	-5	-9	1.2	-2
48) COc1ccc(S(=O)(=O)Nc2c(F)cccc2F)cc1
→ 36	0	4	-5	96	-13	13	-9	0	-0.5	-6

# Entries listed so far with a Cl atom:
# Results follow in this order: Arr AP2 block	NSD2 HMT inh	MITF act	PKA-R1A act	Pemphigus Ab inh	SR-BI HDL uptake	SR-BI DiI-HDL act	PKA-R2B act	dFosB act	CDK5 p35 inh	SUMO Mot1 rescue
3) O=C(O)c1ccc(NS(=O)(=O)c2cc(Cl)ccc2Cl)cc1O
→ -2	3	2	-5	105	-34	34	10	3	-1.0	5
9) CCN(CC)S(=O)(=O)c1ccc(Cl)c(NC(=O)COC(=O)/C=C/c2cc(OC)c(OC)c(OC)c2)c1
→ 4	-1	4	-1	109	38	-38	-4	-7	-3.7	6
20) CC(Oc1ccc(Cl)cc1Cl)C(=O)Nc1ccc(O)cc1 (centres undefined)
→ -11	6	1	0	99	12	-12	6	2	-0.4	7
26) CCN(CC(=O)Nc1c(F)cccc1F)C(=O)C1CCCN(C(=O)c2ccc(Cl)cc2)C1 (centres undefined)
→ -14	-1	0	-2	101	-20	20	2	-10	0.7	-7
38) C/C(N)=C(/C#N)C(=O)COC(=O)COc1ccc(Cl)cc1
→ 13&4	2&-1	14&8	-5&-8	102	-10&-6	10&6	2&-6	-1&-1	-1.7&0.0	54
45) COC(=O)C1CCN(c2ccc(Cl)nn2)CC1
→ -24	-6	4	7	100	5	-5	-8	3	-3.4	-12

# Assay outcomes (PubChem BioAssay)
